# High-throughput results: PubChem, National Center for Advancing Translational Sciences (NCATS)
# BLM inh = inhibitors of human Bloom syndrome helicase BLM | recombinant BLM DNA unwinding, fluorescence dequenching | Potency, µM (highest dose often 56.1 µM), for the others: at the top dose activity change, negative = inhibition, hits mostly inhibitors | hit rate 0.2% among 350,000 | AID 2528;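 note: potency is the fitted concentration of half-maximal effect; plate controls were vehicle for no effect and no enzyme for full effect; nearly all actives have a fitted effect of over 35% in size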
# Pol beta inh = blocks human DNA polymerase beta activity | P06746 | Pol beta primer extension/strand displacement, fluorescence kinetic | Potency, µM (titrated, usually from 114 µM), for the others: at the highest dose activity change, negative = inhibition, usual class: inhibitors | hit rate 1.3% among 340,000 | AID 485314; note: potency is the fitted concentration of half-maximal effect; % is set by controls: 0 for no effect and ±100 for the full control effect
#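 Homogeneous kinetic assay of primer extension and strand displacement by 10 nM Pol beta, preincubated 15 min at room temperature with compound before 50 nM substrate (final) was added. Read at 0 and 10 min; four-parameter Hill fit.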
# APE1 inh = inhibitors of human APE1 endonuclease | recombinant APE1, TAMRA/BHQ-2 abasic DNA cleavage fluorescence | Potency, µM (titrated, usually from 65.8 µM), inactives show at the highest dose activity change, negative = inhibition, hits mostly inhibitors | hit rate 0.35% among 350,000;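 note: potency is the fitted concentration of half-maximal effect; plate controls were vehicle for no effect and reference inhibitor for full effect; nearly all actives have a fitted effect of over 55% in size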
# Target sequence (P27695 whole entry, looked up): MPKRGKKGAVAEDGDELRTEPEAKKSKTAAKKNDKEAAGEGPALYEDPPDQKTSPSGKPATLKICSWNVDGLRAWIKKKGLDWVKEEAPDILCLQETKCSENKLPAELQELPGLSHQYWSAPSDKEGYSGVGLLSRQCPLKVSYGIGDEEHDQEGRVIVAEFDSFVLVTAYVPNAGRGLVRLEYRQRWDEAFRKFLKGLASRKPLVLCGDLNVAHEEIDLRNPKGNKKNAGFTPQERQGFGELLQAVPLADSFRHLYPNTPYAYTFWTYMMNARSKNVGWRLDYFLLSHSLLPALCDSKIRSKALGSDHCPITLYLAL
#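 Substrate: short duplex with […] THF abasic site, 5'-TAMRA and 3'-BHQ-2, 50 nM final. APE1 at 0.75 nM, preincubated 15 min RT with compound. Fluorescence increase from first to third read measured activity.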
# POLI inh = inhibitors of human DNA polymerase iota; Pol iota fluorescent replication assay, 10 min; Potency, µM (top dose mostly 115 µM), without a hit: top-dose activity, negative = inhibition, actives largely listed as inhibitors; Q9UNA4; hit rate 1% among 390,000; note: potency is the fitted concentration of half-maximal effect
#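 Pol iota at 10 nM preincubated 15 min with compounds at room temperature; reaction started with fluorescent substrate, 50 nM final. Fluorescence read kinetically at 0 and 10 min; buffer-only wells as negative control.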
# Apoferritin bind = binds horse apoferritin like a general anesthetic. P02791. apoferritin/1-aminoanthracene competitive binding, fluorescence. Potency, µM (titrated, usually from 77.5 µM), for the others: top-dose activity change, negative = displacement, usual class: inhibitors. hit rate 0.074% among 350,000; note: potency is the fitted concentration of half-maximal effect; % is set by controls: 0 for no effect and ±100 for the full control effect; nearly all actives have a fitted effect of over 20% in size
#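 Horse-spleen apoferritin (10 uM) was mixed with 50% saturated 1-aminoanthracene in PBS, exposed to compounds for 10 min at room temperature, and read for fluorescence (ex 380 nm, em 535 nm). Competitive displacement was fitted with a four-parameter Hill equation.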
# Pol kappa inh = inhibitors of human DNA polymerase kappa. Q9UBT6. purified Pol kappa, fluorescent DNA synthesis assay, 10 min. Potency, µM (highest dose often 107 µM), inactives show at the top dose activity, negative = inhibition, usual class: inhibitors. hit rate 0.53% among 400,000. AID 588579; note: potency is the fitted concentration of half-maximal effect; % is set by controls: 0 for no effect and ±100 for the full control effect
#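 50 nM final substrate added after 15 min RT preincubation of 10 nM Pol kappa with compound; fluorescence read at 0 and 10 min.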
# POLH inh = blocks human DNA polymerase eta activity; Q9Y253; Potency, µM (doses to about 114 µM), for the others: at the highest dose activity change, negative = inhibition, most hits filed as inhibitors; hit rate 1.2% among 390,000; recombinant Pol eta, fluorescent DNA replication assay; note: potency is the fitted concentration of half-maximal effect; % is set by controls: 0 for no effect and ±100 for the full control effect
# Target sequence (Q9Y253 whole entry, looked up): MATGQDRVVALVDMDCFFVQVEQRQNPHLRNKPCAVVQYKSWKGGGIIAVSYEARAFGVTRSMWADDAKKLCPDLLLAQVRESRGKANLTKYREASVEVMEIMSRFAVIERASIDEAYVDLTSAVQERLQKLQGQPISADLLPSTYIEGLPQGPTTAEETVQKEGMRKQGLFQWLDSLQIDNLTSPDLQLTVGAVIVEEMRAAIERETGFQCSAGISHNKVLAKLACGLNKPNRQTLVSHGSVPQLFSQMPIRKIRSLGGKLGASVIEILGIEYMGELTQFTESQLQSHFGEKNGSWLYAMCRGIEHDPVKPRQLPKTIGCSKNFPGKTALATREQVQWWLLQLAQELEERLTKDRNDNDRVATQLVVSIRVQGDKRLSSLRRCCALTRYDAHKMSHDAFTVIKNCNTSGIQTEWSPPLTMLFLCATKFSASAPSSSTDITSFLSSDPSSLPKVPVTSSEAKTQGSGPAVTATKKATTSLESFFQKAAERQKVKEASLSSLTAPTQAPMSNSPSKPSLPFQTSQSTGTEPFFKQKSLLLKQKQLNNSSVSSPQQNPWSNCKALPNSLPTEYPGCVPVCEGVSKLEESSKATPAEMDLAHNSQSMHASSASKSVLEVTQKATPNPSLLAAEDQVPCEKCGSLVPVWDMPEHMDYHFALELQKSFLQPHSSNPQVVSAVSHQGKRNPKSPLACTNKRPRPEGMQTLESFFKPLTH
#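 Pol eta at 10 nM preincubated with compounds 15 min at room temperature; reaction started with fluorescent substrate (50 nM final) and read kinetically at 0 and 10 min.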
# RXFP1 antagonist = RXFP1 (human) relaxin receptor antagonism; AID 1259400; Q9HBX9; HEK293-RXFP1, relaxin-stimulated cAMP HTRF, 30 min; hits give low values; hit rate 0.59% among 350,000; activity change, negative = inhibition, % at 57.5 µM;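 active = activity change of -60% or lower, but not beyond a set lower limit; inconclusive = change between -60% and -40%, or beyond the set limit; inactive = change above -40%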; note: % is set by controls: 0 for no effect and ±100 for the full control effect
# PGK inhibitor = inhibitors of T. brucei phosphoglycerate kinase | P07378 | PGK/GAPDH coupled, Kinase-Glo luminescence, 60 min | hit rate 0.043% among 380,000 | Potency, µM (series often up to 57.5 µM), for inactives: at the top dose activity change, negative = inhibition, actives largely listed as inhibitors | AID 602233; note: potency is the fitted concentration of half-maximal effect; % is set by controls: 0 for no effect and ±100 for the full control effect; nearly all actives have a fitted effect of over 60% in size
#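 Recombinant glycosomal PGK reaction used 1,3-bisphosphoglycerate generated in-well by GAPDH (100nM final) in 100mM TEA pH 7.6, 5mM MgCl2, 0.01% Tween-20. After 60 minutes at room temperature, ATP was read by Kinase-Glo Plus luminescence end-point.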
# Active calls of the source: *; i = inactive; ? = inconclusive; · = no result given; & = joins results of further samples; [ ] = dose if it differs, or a comment. Unless noted, calls come from the whole dose curve; as a rule, active = well fitted curve in the direction sought with a large enough effect; inconclusive = small, poorly fitted or top-dose-only effect, or another doubt; inactive = no such curve, though single readings can be large; an effect the other way counts as inactive or inconclusive. Only part of the results is shown. The share of hits here may be higher or lower than overall.
# Short keys – A = BLM inh; B = Pol beta inh; C = APE1 inh; D = POLI inh; E = Apoferritin bind; F = Pol kappa inh; G = POLH inh; H = RXFP1 antagonist; I = PGK inhibitor
> Cn1nc(-c2ccccc2)c(CSc2ccccc2)c1Cl
  A: -7%	B: 1%	C: -1%	D: 8%	E: 11%	F: -5%	G: -12%	H: -12	I: 5%
> COc1ccc(C(=O)CSc2nnc(CCc3ccccc3)n2-c2ccccc2)cc1
  A: -4%	B: -24%	C: -5%	D: -15%[58.9 µM]	E: ?	F: -13%	G: -21%	H: -12	I: 0%
> O=C(CSc1n[nH]c(-c2ccncc2)n1)Nc1ccc(Cl)cc1
  A: 3%	B: 22%	C: -5%	D: 20%	E: 3%	F: -12%	G: 2%	H: 11	I: 5%
> Cc1ccc(NC(=O)CCNS(=O)(=O)c2ccc3c(c2)CCC(=O)N3)cc1C
  A: 2%	B: 13%	C: 1%	D: 23%	E: -13%	F: -9%	G: 2%	H: -14	I: -9%
> Cc1cccc(C(=O)Nc2cc3c(cc2N2CCCCC2)n(C)c(=O)n3C)c1
  A: -4%	B: -10%	C: ·	D: 9%	E: 7%	F: -13%	G: -16%	H: -12	I: i
> COc1cccc(C(=O)Nc2cccc(C(=O)NCC(C)C)c2)c1
  A: 2%	B: -10%	C: -9%	D: 37%[activator]	E: -5%	F: -6%	G: -5%	H: ·	I: -7%
> CC(=O)Nc1ccccc1C(=O)C(=O)Nc1cccc(Br)c1
  A: -3%	B: -21%	C: ?	D: 63%[activator]	E: -16%	F: -6%	G: -7%	H: 16	I: -1%
> CC(/C=C/c1ccc(N(C)C)cc1)=N/N=C1/NC(=O)CC(C(=O)Nc2ccc(Cl)cc2)S1 (stereo not given)
  A: 0%	B: -25%	C: 5%	D: -7%	E: -5%	F: -17%	G: -13%	H: ?	I: -5%
> COc1cc2c(cc1OC)CN(C1CCC(C)CC1)CC2 (stereo not given)
  A: 0%	B: 16%	C: 51%	D: -2%	E: -4%	F: 13%	G: -12%	H: -1	I: -8%
> COc1cc(CN(C(=O)c2ccc(Cl)cc2)C2CCS(=O)(=O)C2)cc(OC)c1OC (stereo not given)
  A: -5%	B: 1%	C: ·	D: 10%	E: -4%	F: 13%	G: -14%	H: -6	I: -3%
> COc1cc(C(=O)NC2CCCc3ccccc32)ccc1OCC(=O)Nc1ccc(F)cc1 (stereo not given)
  A: -3%	B: -25%	C: -3%	D: 68%[activator]	E: -4%	F: 6%	G: -15%	H: -6	I: -2%
> COC(C(=O)Nc1ccc(F)cc1)c1ccccc1 (stereo not given)
  A: 7%	B: -1%	C: 2%	D: 0%	E: -9%	F: -5%	G: -3%	H: 2	I: -5%
> COc1ccccc1N1CCN(C(=O)c2cn(C)c3ccc(S(=O)(=O)N4CCOCC4)cc3c2=O)CC1
  A: 1%&1%	B: -1%&23%	C: 13%	D: 35%&19%[activator]	E: -4%&-1%	F: 0%&-6%	G: -22%&-9%	H: 12&-5	I: -4%&-5%
> CCOC(=O)C(NC(=O)c1ccc(F)cc1)(Nc1nnc(C)s1)C(F)(F)F (stereo not given)
  A: 1%	B: 30%	C: 6%	D: 17%	E: -4%	F: -17%	G: -3%	H: 0	I: -5%
> COc1cc(/C=C/C(=O)OCC(=O)c2ccccc2)cc(OC)c1OC
  A: ·	B: ·	C: 12%	D: 14%	E: ·	F: 0%	G: -25%	H: 2	I: -4%
> Cc1ccc(C(C)C)c(OCC(=O)Nc2ccc(N3CCN(S(C)(=O)=O)CC3)cc2)c1
  A: -2%	B: -3%	C: 4%	D: 41%[activator]	E: 1%	F: 2%	G: 1%	H: 4	I: -3%
> CC(C)CC(=O)Nc1ccc2c3c(cccc13)CC2
  A: 2%	B: 16%	C: 1%	D: 11%	E: -22%	F: -17%	G: -25%	H: -16	I: 1%
> CCCCNC(=O)Cn1c(=O)cc(C)c2c(C)nn(-c3ccc(CC)cc3)c21
  A: 1%	B: 5%	C: ·	D: -5%	E: -2%	F: -14%	G: 5%	H: ·	I: -3%
> COc1ccc(NCc2cc3cc4c(cc3n(CC(=O)Nc3ccc(C)cc3)c2=O)OCO4)cc1
  A: -3%	B: 5%	C: ·	D: 9%	E: 52%[activator]	F: -17%	G: -4%	H: ·	I: 3%
> Cc1ccc(-n2nc3c(N4CCC(C(=O)N5CCCCCC5)CC4)nnc(C)c3c2C)cc1
  A: 2%	B: 34%	C: 1%	D: 2%	E: ?	F: 4%	G: -1%	H: -9	I: -2%
> COc1cccc(CN2CCNC(=O)C2CC(=O)NCCOc2cccnc2)c1 (stereo not given)
  A: -1%	B: 19%	C: 14%	D: 29%	E: -3%	F: 4%	G: -20%	H: -14	I: -7%
> COc1cc(/C=C(\NC(=O)c2ccccc2)C(=O)NCCO)c([N+](=O)[O-])cc1OC
  A: -9%	B: 60%	C: 23%	D: -10%	E: -2%	F: -9%	G: -9%	H: 3	I: -4%
> Oc1cc(Nc2ccccc2)cc2cccnc12
  A: ·	B: ·	C: 2%&-1%	D: 21%	E: ·	F: -28%	G: -4%	H: ·	I: -6%
> O=C(CSc1ncccn1)NC1CCS(=O)(=O)C1 (stereo not given)
  A: -5%	B: 33%	C: 29%	D: 11%	E: -1%	F: 3%	G: -7%	H: 2	I: 7%
> CC1CCN(Cc2c(O)ccc3c(=O)c(Oc4ccccc4Cl)c(C(F)(F)F)oc23)CC1
  A: -2%	B: 5%	C: ·	D: 18%	E: -7%	F: -5%	G: -16%	H: -3	I: -7%

# Looked up above:
# `Cc1ccc(C(C)C)c(OCC(=O)Nc2ccc(N3CCN(S(C)(=O)=O)CC3)cc2)c1` in POLI inh shows 41%[activator]
# `Cc1ccc(-n2nc3c(N4CCC(C(=O)N5CCCCCC5)CC4)nnc(C)c3c2C)cc1` in APE1 inh shows 1%

# Other records
# Short keys – A = BLM inh; B = Pol beta inh; C = APE1 inh; D = POLI inh; E = Apoferritin bind; F = Pol kappa inh; G = POLH inh; H = RXFP1 antagonist; I = PGK inhibitor
> CCOC(=O)CSc1ccc2nnc(-c3ccccc3)n2n1
  A: 2%	B: 1%	C: -5%	D: 50%[activator]	E: -9%	F: 2%	G: -22%	H: ·	I: 1%
> N#C/C(=C\c1cccc(NC(=O)c2ccccc2Cl)c1)C(=O)NCCc1ccccc1
  A: -5%	B: 25%	C: 12%	D: 2%	E: -15%	F: -2%	G: -7%	H: -36	I: -4%
> CCN(CC)S(=O)(=O)c1ccc(OCC(=O)NC(=O)c2ccccc2OC)c([N+](=O)[O-])c1
  A: -7%	B: ?	C: -19%	D: 4%	E: ?	F: -5%	G: -23%	H: -11	I: -6%
> Cc1ccccc1S(=O)(=O)NC1OC(=O)C(Oc2ccccc2)=C1Br (stereo not given)
  A: 1%	B: ?	C: 1%	D: 77%[activator]	E: -8%	F: -7%	G: ?	H: -7	I: -7%
> O=C(NC1CCCCC1)C(c1ccccc1)N(Cc1ccco1)C(=O)c1csnn1 (stereo not given)
  A: -4%	B: 26%	C: 17%	D: 37%[activator]	E: 1%	F: -1%	G: -10%	H: -13	I: i
> Cc1c(Cl)cccc1N1CC(c2nc3ccccc3n2Cc2ccccc2F)CC1=O (stereo not given)
  A: -10%	B: 16%	C: ·	D: 11%	E: -14%	F: 4%	G: -14%	H: -13	I: -6%
> COc1ccc(NC(=O)c2c(C)oc3ccc(O)c(CN4CCC(C)CC4)c23)cc1
  A: 4%	B: 1%	C: ·	D: 13%	E: -10%	F: 0%	G: -10%	H: -12	I: i
> Cc1ccccc1OCCNC(=O)c1ccccc1Sc1ccccc1C#N
  A: -6%	B: 8%	C: -4%	D: -1%	E: -2%	F: -5%	G: -10%	H: -3	I: -3%
> CCc1cc2c3c(c1)C1(C(=O)N3C(C)(C)CC2C)C(C#N)=C(N)N2C(=C1C#N)Nc1ccccc12 (stereo not given)
  A: -23%	B: 10%	C: -3%	D: 43%[activator]	E: -21%	F: -15%	G: -13%	H: -9	I: 13%
> CC(C)c1nc2sc(C(=O)O)c(N)c2c2c1CCCC2
  A: -6%	B: -10%	C: -1%	D: 64%[activator]	E: 8%	F: -5%	G: -19%	H: -14	I: i
> COc1cccc(NC(=O)N2CCCC(C(=O)Nc3ccccc3OC)C2)c1 (stereo not given)
  A: -4%	B: 23%	C: 3%	D: 12%	E: -8%	F: -1%	G: -11%	H: -3	I: 6%
> O=C(OCC1COc2ccccc2O1)c1ccccc1F (stereo not given)
  A: -7%	B: 0%	C: -1%	D: -8%	E: ?	F: -5%	G: -9%	H: -18	I: ·
> Cc1ccc(C)c(CN2C(=O)c3ccccc3S(=O)(=O)c3ccc(C(=O)N4CCN(c5ccccc5F)CC4)cc32)c1
  A: -7%	B: -1%	C: ·	D: 22%	E: ?	F: -8%	G: ·	H: -9	I: ·
> COc1cc(NC(=O)CNS(=O)(=O)c2cccs2)cc(OC)c1OC
  A: -2%	B: 12%	C: ·	D: -5%	E: -3%	F: -8%[60.1 µM]	G: -9%	H: ·	I: -5%
> COc1ccc(CN(CC(=O)NCC2CCCO2)C(=O)CCC(=O)Nc2nccs2)cc1 (stereo not given)
  A: 3%	B: 21%	C: 17%	D: 3%	E: 0%	F: 6%	G: -8%	H: -16	I: i
> Cc1c(C#N)c2ncnc(-c3ccccc3)c2n1-c1ccccc1
  A: 1%	B: 10%	C: 9%	D: 9%	E: 1%	F: -18%	G: 5%	H: 15	I: -13%
> CCCCNc1nc2sc3c(c2c(=O)n1-c1cccc(Cl)c1)CCN(C)C3
  A: 4%	B: 0%	C: -8%	D: 140%[activator]	E: -12%	F: -6%	G: 1%	H: 3	I: -4%
> COc1ccc(OCCN2CCN(C3CC(=O)N(CCC(C)C)C3=O)CC2)cc1 (stereo not given)
  A: 1%	B: 14%	C: -3%	D: 14%	E: -18%	F: -1%	G: -18%	H: 7	I: -9%
> O=C(NNC(=O)c1ccccc1[N+](=O)[O-])Nc1ccccc1C(F)(F)F
  A: -5%	B: 1%	C: -3%	D: 13%	E: -5%	F: -11%	G: -2%	H: 7	I: 6%
> CCn1c(SCC(=O)Nc2ccc(C)cc2)nnc1-c1ccc(O)cc1
  A: 3%	B: 25%	C: 0%	D: -6%	E: -9%	F: -6%	G: -8%	H: -2	I: -9%
